Assay outcomes as filed in PubChem BioAssay.
RGS4 inh – blocks human RGS4-accelerated GTP hydrolysis; P49798; Transcreener GDP fluorescence polarization, RGS4-accelerated GTP hydrolysis; Potency, µM (top dose mostly 114 µM), inactives show top-dose activity change, negative = inhibition, usual class: inhibitors; 390,000 compounds, 0.039% hits; further: potency means the concentration at half of the fitted maximal effect; on the % scale 0 is the no-effect control and ±100 the full control effect; nearly all actives have a fitted effect of over 75% in size; some results filed as inactive show a strong effect at the top dose
Target sequence (P49798 whole entry, looked up): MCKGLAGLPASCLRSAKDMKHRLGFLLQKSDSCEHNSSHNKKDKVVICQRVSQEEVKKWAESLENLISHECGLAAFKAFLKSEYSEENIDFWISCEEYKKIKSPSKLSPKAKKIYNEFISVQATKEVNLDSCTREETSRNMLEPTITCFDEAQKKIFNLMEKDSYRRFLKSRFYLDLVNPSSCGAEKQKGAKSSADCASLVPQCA
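MLSMR compounds (23 nl, pin-transferred) preincubated 10 min at room temperature with a 500nM (2x) first reagent, then RGS4 at 900nM (2x) plus Transcreener GDP mix added; fluorescence polarization (620/688 nm) read before and after 90 min at 30 °C.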
Vif-APOBEC3F blk – Vif-A3F binding inhibition; HeLa A3F-eYFP + Vif (tagged APOBEC3F with the HIV-1 protein that degrades it), YFP fluorescence increase; Potency, µM (top dose mostly 46.1 µM), inactives show at the top dose activity, negative = active; 390,000 compounds, 0.2% hits; AID 602313; further: potency means the concentration at half of the fitted maximal effect; % of control where 0% means no effect; nearly all actives have a fitted effect of over 65% in size
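Fluorescence increase (Ex 488/Em 500-530) after overnight compound treatment at 37 deg C flags inhibition of Vif-driven A3F-eYFP loss in stable HeLa A3F-eYFP/Vif cells seeded overnight beforehand.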
Vif-APOBEC3G blk – blocks the Vif interaction with human APOBEC3G; Potency, µM (series often up to 46.1 µM), inactives show top-dose activity, negative = active, actives largely listed as inhibitors; Q9HC16; 410,000 compounds, 0.076% hits; HeLa A3G-eYFP + Vif (tagged APOBEC3G with the HIV-1 protein that degrades it), YFP fluorescence, overnight;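 further: potency means the concentration at half of the fitted maximal effect; on the % scale 0 is the no-effect control and ±100 the full control effect; nearly all actives have a fitted effect of over 60% in size; hits raise eYFP signal because A3G escapes Vif-driven loss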
Target sequence (Q9HC16 whole entry, looked up): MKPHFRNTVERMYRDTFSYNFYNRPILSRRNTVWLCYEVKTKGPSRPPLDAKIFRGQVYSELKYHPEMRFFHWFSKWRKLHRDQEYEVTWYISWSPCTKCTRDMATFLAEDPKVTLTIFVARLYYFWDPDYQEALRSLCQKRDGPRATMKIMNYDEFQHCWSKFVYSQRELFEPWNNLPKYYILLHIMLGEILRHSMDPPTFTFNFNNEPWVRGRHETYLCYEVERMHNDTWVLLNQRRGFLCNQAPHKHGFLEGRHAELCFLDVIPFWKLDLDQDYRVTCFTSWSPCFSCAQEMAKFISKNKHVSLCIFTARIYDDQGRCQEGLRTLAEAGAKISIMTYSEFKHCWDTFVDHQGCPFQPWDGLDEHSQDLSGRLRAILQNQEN
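Read-out is eYFP fluorescence (Ex 488/Em 500-530) from Vif-expressing HeLa A3G-eYFP cells; more signal means A3G escaped Vif-mediated degradation. Cells plated overnight, compound pinned in, incubated overnight at 37 deg C.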
Glioma ERSR ind – ER stress response induction in glioma; U87-MG GRP78 promoter luciferase reporter, 16 h; 420,000 compounds, 0.02% hits; Potency, µM, for the others: at the highest dose activation, hits mostly activators; further: potency means the concentration at half of the fitted maximal effect; series mostly up to about 76 µM; % of control where 0% means no effect; nearly all actives have a fitted effect of over 35% in size
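Stably transfected U87-MG glioma cells carrying a GRP78-based luciferase sensor; 16 h compound incubation. Luminescence end-point read 10 min after Bright-Glo addition at room temperature.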
mIDH1 inhibitor – blocks human mutant IDH1 R132H enzyme; O75874; IDH1-R132H enzyme, NADPH consumption, diaphorase/resazurin fluorescence; Potency, µM (doses to about 76.6 µM), for the others: at the highest dose activity change, negative = inhibition, hits mostly inhibitors; 390,000 compounds, 0.093% hits; AID 602179; further: potency means the concentration at half of the fitted maximal effect; on the % scale 0 is the no-effect control and ±100 the full control effect; nearly all actives have a fitted effect of over 65% in size
Target sequence (O75874 whole entry R132H, stated change not applied): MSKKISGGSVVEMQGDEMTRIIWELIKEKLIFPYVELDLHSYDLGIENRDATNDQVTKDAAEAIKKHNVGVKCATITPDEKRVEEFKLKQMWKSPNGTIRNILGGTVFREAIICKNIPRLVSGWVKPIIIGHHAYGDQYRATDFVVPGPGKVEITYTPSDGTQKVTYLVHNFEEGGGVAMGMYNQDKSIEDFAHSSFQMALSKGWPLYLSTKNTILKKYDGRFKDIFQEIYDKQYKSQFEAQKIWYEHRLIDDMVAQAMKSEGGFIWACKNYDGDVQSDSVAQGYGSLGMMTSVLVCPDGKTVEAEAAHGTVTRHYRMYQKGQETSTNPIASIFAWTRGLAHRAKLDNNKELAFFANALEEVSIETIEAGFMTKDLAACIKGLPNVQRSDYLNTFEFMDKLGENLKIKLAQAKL
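IDH1-R132H (0.5 ug/mL dispensed) in pH 7.5 Tris buffer was preincubated 30 min with compound, then given a substrate mix of 0.016 mM NADPH and 2 mM alpha-KG for 80 min at room temperature; remaining NADPH was read by diaphorase/resazurin fluorescence.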
LDHA inh – inhibitors of human lactate dehydrogenase A; 480,000 compounds, 0.15% hits; purified LDHA, NADH/diaphorase-resazurin fluorescence; active compounds read low; P00338; AID 1347041; activity change, % (values are at about 110 or 230 µM); in the data active means activity change below about -30%; inconclusive means mostly about -25% to -30%;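 further: plate controls were DMSO wells for no effect and wells without enzyme for full effect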
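Human LDH5 at 2 nM final in Tris HCl pH 7.4 with 0.06 mM NADH and 0.2 mM pyruvate, reacted 5 minutes at room temperature. Remaining NADH coupled via diaphorase/resazurin; resorufin fluorescence read at 0 and 20 minutes, normalized to enzyme-free and DMSO wells.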
rTrxR1 inhibitor – blocks rat thioredoxin reductase 1; O89049; recombinant rTrxR1, NADPH fluorescence consumption, selenite substrate; Potency, µM (series often up to 114 µM), inactives show top-dose activity change, negative = inhibition, hits mostly inhibitors; 390,000 compounds, 1% hits; further: potency means the concentration at half of the fitted maximal effect; on the % scale 0 is the no-effect control and ±100 the full control effect; nearly all actives have a fitted effect of over 65% in size
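Rat TrxR1 (90 nM in the dispensed reagent) was pre-reduced with 400 uM NADPH for 5 min at room temperature, then incubated with compound for 15 min. After 400 uM selenite was added, NADPH fluorescence (Ex 340/Em 450 nm) was followed for 8 min.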
USP1-UAF1 inh – USP1/UAF1 (human) deubiquitinase inhibition; O94782; recombinant USP1/UAF1, Ub-Rhodamine cleavage fluorescence; Potency, µM (titrated, usually from 57.1 µM), for inactives: top-dose activity change, negative = inhibition, most hits filed as inhibitors; 390,000 compounds, 0.23% hits; AID 743255; further: potency means the concentration at half of the fitted maximal effect; on the % scale 0 is the no-effect control and ±100 the full control effect; nearly all actives have a fitted effect of over 60% in size; inactives centre near -12
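USP1/UAF1 complex (1 nM) preincubated 15 min at room temperature with compound, then Ub-Rho substrate (150 nM final) added. Kinetic fluorescence at 480/540 nm over 6 reads at 60 s intervals; 50 mM HEPES pH 7.8, 0.5 mM EDTA, 0.1 mg/ml BSA, 1 mM TCEP, 0.01% Tween-20.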
TrxR1 substrate – substrates of rat thioredoxin reductase 1 | purified TrxR1 substrate turnover, NADPH consumption readout | O89049 | Potency, µM (doses to about 114 µM), for the others: at the highest dose activity change, negative = substrate turnover | 390,000 compounds, 0.01% hits; further: potency means the concentration at half of the fitted maximal effect; on the % scale 0 is the no-effect control and ±100 the full control effect; nearly all actives have a fitted effect of over 50% in size
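Rat TrxR1, dispensed at 90 nM, was prereduced with 400 uM NADPH (final) for 5 min at ~22 deg C, then incubated with compound 15 min before 400 uM selenite. A first-read NADPH fluorescence drop versus no-compound background flagged substrates.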
Numbers without * were called inactive; u = inconclusive; & = joins results of further samples; [ ] = remark or other dose. Unless noted, the call rests on the fitted dose curve; in most records, active means well fitted curve in the direction sought with a large enough effect; inconclusive means small, poorly fitted or top-dose-only effect, or another doubt; inactive means no such curve, though single readings can be large; an effect the other way counts as inactive or inconclusive. Not all compounds are listed; count on the stated rates, not on these rows.

SMILES	RGS4 inh	Vif-APOBEC3F blk	Vif-APOBEC3G blk	Glioma ERSR ind	mIDH1 inhibitor	LDHA inh	rTrxR1 inhibitor	USP1-UAF1 inh	TrxR1 substrate
O=C(O)CCN1CC2([N+](=O)[O-])CC=C(OCCO)C([N+](=O)[O-])(C1)C2 (stereo not drawn)	26%	3%	1%	-2%	-13%	-8	-2%[57.1 µM]	-1%	-3%[57.1 µM]
CCC(=O)N1CCN(c2ccc(NC(=S)NC(=O)c3ccc(OC)c([N+](=O)[O-])c3)cc2)CC1	-30%	11%	2%	0%	-6%	-10	-40%	-1%	1%
O=C(Cn1cncn1)NCCC(c1ccccc1)c1ccccc1	21%	12%	0%	-2%	0%	-9	5%	-24%	-3%
COc1cccc(C2=CC(=O)CCC2)c1OC	8%	0%	3%	8%	10%	-2	-8%[57.1 µM]	-6%	1%[57.1 µM]
Cc1ccc(CNS(=O)(=O)c2cc3c(cc2C)N(C)CCO3)cc1	-22%&4%	-3%&-5%	-10%&5%	-4%&-1%	2%&-5%	1&-5	10%[57.1 µM]	-14%&9%	0%[57.1 µM]
COc1cc(NC(=O)CCN2CC(C)OC(C)C2)cc(OC)c1 (stereo not drawn)	16%	1%	7%	-3%	15%	-10	19%[57.1 µM]	-10%	10%[57.1 µM]
CCc1ccc(/C=N/NC(=O)c2cc(C3CC3)nc3ccc(Br)cc23)s1	-27%	-12%	-10%	-7%	4%	0	10%[11.4 µM]	-14%	-22%[11.4 µM]
CC12CCC(=O)C=C1CCC1C2C(O)CC2(C)C1CCC21OCC1=O (stereo not drawn)	3%	-1%	0%	-3%	1%	-3	4%[2.29 µM]	-11%	6%[57.1 µM]
Fc1ccccc1CSc1ncnc2sc3c(c12)CCCC3	u	6%	-2%	-4%	9%	-1	-12%	-13%	-3%
Cc1nc2cc(NC(=O)N(C)c3ccc4ccccc4c3)ccc2o1	-29%	-12%	-1%	0%	15%	20	18%	-25%	12%
CC(=O)Nc1ccc(NC(=O)[C@@H](NC(=O)N2C[C@H]3C[C@@H](C2)c2cccc(=O)n2C3)C(C)C)cc1	4%	0%	1%	0%	-14%	-8	3%	-20%	1%
O=C(Cn1ncc2c1-c1ccccc1OC2)N1CCN(Cc2ccccc2)CC1	0%	6%	0%	-3%	0%	-6	3%	-10%	2%

Reprinted from the part before: 2 compounds, then new ones.
SMILES	RGS4 inh	Vif-APOBEC3F blk	Vif-APOBEC3G blk	Glioma ERSR ind	mIDH1 inhibitor	LDHA inh	rTrxR1 inhibitor	USP1-UAF1 inh	TrxR1 substrate
CC(=O)Nc1ccc(NC(=O)[C@@H](NC(=O)N2C[C@H]3C[C@@H](C2)c2cccc(=O)n2C3)C(C)C)cc1	4%	0%	1%	0%	-14%	-8	3%	-20%	1%
O=C(Cn1ncc2c1-c1ccccc1OC2)N1CCN(Cc2ccccc2)CC1	0%	6%	0%	-3%	0%	-6	3%	-10%	2%
O=C(CSc1nc2cc3ccccc3cc2[nH]1)Nc1cccc(C(F)(F)F)c1	-27%	1%	-11%	-3%	-9%	-2	20%	-12%	-2%
NC1=NC[C@@H](CC2CCCCC2)N1CCc1cc(C(F)(F)F)cc(C(F)(F)F)c1	14%	3%	3%	-10%	-3%	-1	-1%	-19%	-12%
CS(=O)(=O)c1ccccc1C(=O)Nc1nc2ccccc2[nH]1	-11%	19%	1%	u	0%	0	19%	-15%	4%
O=C(O)c1ccc(N=Nc2c(O)ccc3ncccc23)cc1	-24%	-3%	0%	0%	0%	17	-13%[57.1 µM]	u	-9%[57.1 µM]
CC(=O)N1CCCN(C(=O)c2cc(COc3c(F)cccc3F)on2)CC1	-20%	6%	-2%	-5%	8%	-2	10%	-13%	0%
O=C1CCCCN1CCC(=O)N1CCCC(N2CCN(c3ccccc3)CC2)C1 (stereo not drawn)	5%	0%	1%	5%	0%	-3	-2%	-28%	-4%
CC(C)S(=O)(=O)c1cnc(N2CCOCC2)nc1N	4%	0%	-1%	0%	0%	-6	14%	-18%	1%
CCOC(=O)N/N=C(\C)c1ccc(C)c([N+](=O)[O-])c1	-10%	10%	2%	4%	7%	-5	-1%	-16%	0%
CC(=O)Nc1cccc(OCC(=O)Nc2ccccc2)c1	-28%	-2%	1%	-3%	-2%	-3	17%	-13%	7%
CCCCC(=O)Nc1ccc(C(=O)NCc2ccncc2)cc1	-5%	-10%	-1%	3%	-2%	1	-1%	2%	-1%
COc1cc(/C=N/NC(N)=O)ccc1OCC(=O)Nc1ccc(C)c(C)c1	-53%	-10%	-2%	-5%	0%	-22	-15%	-15%	-8%
COc1cccc(C(=O)Nc2ccc3nc(SCCOc4ccccc4)sc3c2)c1	3%	5%	0%	3%	5%	1	30%	-15%	9%
COc1ccc2c(c1)c(C(O)CN1CCN(Cc3ccc4c(c3)OCO4)CC1)c(C)n2C (stereo not drawn)	-15%	-6%	0%	-13%	8%	-2	u	-17%	-7%
CSc1ncc2c(n1)-c1cc(C)ccc1SC2	-8%[11.4 µM]	-14%	-8%	-5%	2%	-5	4%[57.1 µM]	-27%	-9%[57.1 µM]
COn1cnnc1-c1ccccc1	29%	1%	1%	8%	0%	-14	10%[57.1 µM]	2%	10%[57.1 µM]
COc1ccccc1NC(=O)CCC(=O)OCC(=O)c1ccc(C)c([N+](=O)[O-])c1	8%	0%	-11%	6%	-5%	-3	28%	-27%	9%
O=C(C1CCN(S(=O)(=O)Cc2ccccc2)CC1)N1CCN(c2cccc(Cl)c2)CC1	-14%	-3%	0%	-5%	-14%	-5	10%	-12%	-3%
CC(C)C[C@H](NC(=O)OC(C)(C)C)C(=O)N[C@@H](CO)[C@H](O)[C@@H]1C[C@@H]1C(=O)NC1CC1	-13%	1%	1%	-4%	4%	-5	6%	-19%	3%
COc1ccccc1-c1cc(C(=O)Nc2cc(C)on2)no1	-7%	-1%	-6%	6%	0%	-5	-1%	-17%	0%
Cc1onc(-c2c(F)cccc2Cl)c1C(=O)NC1=NCCS1	20%	-19%	1%	-5%	0%	-5	26%	-4%	5%
CCCS(=O)(=O)c1ncc(Cl)c(C(=O)Nc2c(C(=O)Nc3ccccc3)oc3ccccc23)n1	14%	-16%	-5%	-1%	11%	6&-14	7%	u	-2%
CCN(CC)c1cc(C)c2cc(NC(=O)c3cccc(OC)c3OC)ccc2n1	0%	-30%	-7%	-5%	20%	3	4%	u	0%
CN1CCN(C(=O)C2=C[C@H](c3csc4ccccc34)C[C@H](OCc3ccc(CO)cc3)O2)CC1	-2%	0%	-7%	-2%	2%	0	-11%	u	3%
CCN1C(=O)N(C)[C@@H](c2ccccc2)C(C(=O)OC)=C1C	7%	0%	-8%	-1%	-7%	1	4%	u	1%
O=C(CSC(=S)N1CCOCC1)Nc1ncc2c(n1)CC(c1ccco1)CC2=O (stereo not drawn)	-2%	1%	-1%	-5%	1%	4	7%[57.1 µM]	-9%	9%[57.1 µM]
CCc1ccc(N2CC(C(=O)OCC(=O)Nc3ccccc3C)CC2=O)cc1 (stereo not drawn)	7%	6%	6%	-1%	3%	-2	25%	-21%	-1%
Clc1ccc2c(c1)[C@H]1OCC[C@H]1[C@@H](c1ccco1)N2	-34%	-1%	-1%	3%	10%	5	-39%	-18%	67%[activator][57.1 µM]
COc1ccccc1CN1CCC(CNC(=O)c2cnn(-c3cccc(Cl)c3)c2C2CCN(C(=O)OC(C)(C)C)CC2)CC1	2%	-10%	0%	2%	8%	-2	4%	14%	0%
CSC(=S)N/N=C/c1ccccc1	-6%	u	0%	1%	-2%	4	-16%	-13%	-10%
O=C(O)C1CCCCC1C(=O)NCCc1ccncc1 (stereo not drawn)	-2%	-2%	0%	-5%	3%	1	1%[57.1 µM]	-10%	-1%
Cc1ccc(-c2nnn(CC(=O)N(c3ccccc3F)C(C(=O)NCC3CCCO3)c3c[nH]c4ccccc34)n2)cc1 (stereo not drawn)	-3%	-1%	-1%	-4%	-5%	-8	17%	-25%	-1%
COc1cccc(N(CC(=O)NC2CCCC2)C(=O)CCC(=O)Nc2nccs2)c1	-35%	-4%	-2%	-4%	-5%	-2	15%[57.1 µM]	-8%	2%[57.1 µM]
Cc1c(C(=O)O)sc2nc(/C=C/c3cccc(O)c3)[nH]c(=O)c12	-8%[56.9 µM]	-28%	-4%	-3%	-3%	-5	6%	-19%	-1%
COc1ccc(N2CCN(Cc3nc4c(c(=O)[nH]c(=O)n4C)n3CC(C)C)CC2)cc1	21%	-2%	3%	0%	17%	-5	-8%	6%	-6%
COc1ccc(C(=O)O)cc1S(=O)(=O)N1CCN(c2ccccn2)CC1	23%	10%	1%	-5%	-4%	-2	24%	-19%	11%
COC(=O)[C@]1(Cc2ccccc2)N[C@H](CN(C)C(=O)c2ccc(C(C)(C)C)cc2)[C@@H]2C(=O)N(Cc3ccccc3)C(=O)[C@@H]21	8%	4%	-1%	-2%	-9%	3	17%	u	1%
Cc1ccc(S(=O)(=O)NCC(=O)N2CCN(c3ccc(F)cc3)CC2)cc1	-7%	-14%	0%	-3%	2%	-5	-12%	-3%	-14%
CCOC(=O)Cc1csc(NS(=O)(=O)c2ccc([N+](=O)[O-])cc2)n1	-20%	12%	0%	-2%	-9%	-5	-8%[57.1 µM]	-11%	-9%[57.1 µM]
